# Screens (PubChem)
# miR122 inh = miR-122 inhibition in Huh7 cells | 340,000 compounds, 0.3% hits | Huh7 miR-122 Renilla luciferase sensor, 48 h; neutral wells = 0, positive control = 100 | activation (reporter increase), % at 12.5 µM;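 active = mean replicate activation score at least 90 and every replicate individually at or above 90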;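 also: higher luciferase means less miR-122 activity so hits act as miR-122 inhibitors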
# Active calls of the source: *.
SMILES,miR122 inh
O=C1/C(=C/c2ccc(N3CCOCC3)o2)SC(=Nc2ccccc2)N1CCc1c[nH]c2ccccc12,-29
COc1ccccc1-n1nc(C(=O)Nc2ccc3c(c2)OCO3)c2ccccc2c1=O,-2
Cc1ccc(NC(=O)COc2ccc(-n3cnnn3)cc2)cc1C,5
Cc1cccc(C)c1OCC(=O)Nc1cccc(-c2nnc(-c3ccccc3)o2)c1,-8
CCCCn1c(-c2ccco2)nc2ccccc2c1=O,-5
Cc1nc2sc3c(c2c2nnc(SCC(=O)NCc4ccco4)n12)CCCC3,6
Cc1ccc(-c2nc3ncccc3o2)cc1NC(=O)c1ccc([N+](=O)[O-])o1,-6
Cc1cccc2nc(CSCc3ccco3)cn12,1
O=C(NCc1ccco1)C(c1ccco1)N(Cc1cccs1)C(=O)Cn1nnc2ccccc21 (configuration not stated),23
CC(C)(C)NC(=O)C[C@H]1C[C@H](C(=O)N2CCOCC2)[C@@]2(CCC3CCCC3)c3[nH]c4cc(-c5ccco5)ccc4c3CCN2C1=O,2
O=C(CN(C(=O)CCC(=O)Nc1nccs1)c1ccc2c(c1)OCCO2)NCc1ccco1,0
O=C(NCCCN1CCOCC1)[C@@H]1CSC2c3ccccc3C(=O)N21 (some centres not stated),-5
COC(=O)Cn1c(C)nc2c(sc3nc(C)cc(C)c32)c1=O,-1
CCS(=O)(=O)N1CCN(C(=O)c2ccc(-c3ccccc3)cc2)CC1,-5
N/C(Cc1cccs1)=N\OC(=O)COc1ccc(Br)cc1,-4
CC(c1ccco1)N(C(=O)COc1ccc(Cl)cc1)c1ccccn1 (configuration not stated),3
CC(C)CNC(=O)C1CCCN(S(=O)(=O)c2ccc(-n3cnnn3)cc2)C1 (configuration not stated),1
COCCNC(=O)CCn1nc(-c2ccc(Cl)cc2)c2ccccc2c1=O,-4
Cc1ccc(C(=O)O)cc1NC(=S)NC(=O)C(c1ccccc1)c1ccccc1,0
COC(=O)c1cc(NC(=O)CN(c2ccc(OC)cc2)S(=O)(=O)c2ccc(F)cc2)ccc1Cl,7
CC1=C(C(=O)N(C)C)C(c2cccs2)NC(=O)N1 (configuration not stated),0
COc1cc(/C=C(/C(=O)c2cccs2)c2nc3ccccc3[nH]2)ccc1O,23
Cc1cccc(-n2cnc(C(=O)N/N=C/c3ccccc3)c2)n1,0
Nc1ccc2nc(-c3ccccn3)[nH]c2c1,-10
O=C(CN1CCCCC1)N1c2ccccc2Sc2ccc(C(F)(F)F)cc21,-9
COc1ccc(CN(C(=O)c2cnccn2)C(C(=O)NC(C)(C)C)c2cc(OC)c(OC)c(OC)c2)cc1 (configuration not stated),-9
COc1ccc(Cn2c(C)c(C)c(C#N)c2NC(=O)Nc2cccc(Cl)c2)cc1,-9
O=C(c1ccccc1Oc1ccccc1)N1CCN(c2ccc(F)cc2)CC1,-1
N#CCCn1cnc2ccccc21,-4
COc1ccc(CC(=O)Nc2nc3ccc(F)cc3s2)cc1S(=O)(=O)N1CCOCC1,0
O=C(NCc1ccc2c(c1)OCO2)c1ccc(CN2CCc3ccccc3C2)cc1,0
COC(=O)c1oc2ccc(Br)cc2c1-n1cccc1,0
CN1C(=O)c2ccc(N(C)C)cc2C1=O,-2
CC(C)(C)Oc1ncc(Br)c(OC(C)(C)C)n1,0
Cc1ccc(S(=O)(=O)CC(=O)Nc2nc(-c3ccccc3)cs2)cc1,3
COc1ccc2c(c1)N(C)/C(=C1/SC(=NCc3ccccc3)N(c3ccccc3)C1=O)S2,-4
CCCOc1ccc(C(C)=O)cc1CSCCC#N,-3
COc1ccc(S(=O)(=O)N(C)c2ccc(C(=O)N3CCOCC3)cc2)cc1,1
Cc1cc(C)c(NC(=O)Cn2nnc(C(=O)NCc3ccc4c(c3)OCO4)c2N)c(C)c1,2
Fc1ccc2c(c1)C1C=CCC1C(c1cc3c(cc1Br)OCO3)N2 (configuration not stated),1
CC(=O)c1ccc(NC(=O)Nc2cccc(Cl)c2)cc1,-2
COc1ccc(-c2c(C)n([O-])c(C)c(C)[n+]2=O)cc1,-9
CC(=O)Oc1c(S(=O)(=O)c2ccc(C)cc2)c(C)nn1-c1ccccc1,0
Cc1cc(-c2ccccc2)nc(SCC(=O)c2cccc([N+](=O)[O-])c2)n1,-1
COc1ccc(S(=O)(=O)N/N=C\c2ccc(OC)c(COc3ccc(C)cc3[N+](=O)[O-])c2)cc1,8
COc1ccc(/C=N/NC(=O)c2cc[n+]([O-])cc2)cc1OC,-1
COC(=O)Oc1cncc(C(=O)O)c1,0
N#CCCN1CCN(Cn2c3ccccc3c3ccccc32)CC1,3
CCOC(=O)[C@@H]1[C@H]2COc3ccccc3[C@H]2N2C(=O)N(c3ccccc3)C(=O)[C@]12C,0
Cn1c(-c2ccc(C(C)(C)C)cc2)n[nH]c1=S,5
Cc1nn(C(=O)c2ccco2)c(C)c1Sc1ccccc1,2
CCc1ccc2oc(-c3cc(N)cc(C)c3O)nc2c1,-3
CC(CNC(=O)c1ccc(Br)o1)NC(=O)c1ccc(Br)o1 (configuration not stated),0
Cc1cccc(C)c1NC(=O)c1cccc2c1C(=O)N(C1CCCCC1)C2,-1
CC(C)N(Cc1nc(-c2ccccc2)no1)C(=O)CN1C(=O)c2ccccc2C1=O,-3
Cc1ccc(-c2n[nH]c(=S)n2C)cc1,2
CCOc1ccc(NC(=O)c2nn(C)cc2Br)cc1,-3
C[N+]1(CC(=O)OCCCc2ccccc2)CCOCC1,16
COc1ccccc1NC(=O)c1cc(Sc2nncn2C)nc2ccccc12,6
CCOc1ccccc1C(C(=O)NC1CCCC1)N(Cc1ccco1)C(=O)CNC(=O)c1ccco1 (configuration not stated),38
# Later entries.
SMILES,miR122 inh
CC(C)Cn1c(=O)c2c(c3ccccc31)OC(C)C(=O)N2 (configuration not stated),4
CN(C)S(=O)(=O)N1CCN(C(=O)N(c2ccccc2)c2ccccc2)CC1,-4
c1ccc(-c2ccccc2-c2nc(-c3ccncc3)no2)cc1,4
CSc1ncccc1C(=O)OCC(=O)N(C)C1CCS(=O)(=O)C1 (configuration not stated),21
COc1cc2c(C(=O)O)c(C)n(CC(C)C)c2c2ccccc12,-2
C#CCOCCOCCOCCNc1nc(N2CCN(C(=O)CCCCCCCCCCNC(=O)[C@H](CCCCN)n3cc(CCCC(=O)O)nn3)CC2)nc(N2CCN(C(=O)CCCCCCCCCCNC(=O)[C@H](CCCN=C(N)N)n3cc(C[C@@H](C)CC)nn3)CC2)n1,2
Oc1[nH]c2ccccc2c1/C=N/c1nccs1,1
CCc1nnc(NC(=O)OCc2ccccc2)s1,1
Cn1nnnc1SCC1=C(C(=O)O)N2C(=O)[C@@H](NC(=O)[C@H](O)c3ccccc3)[C@H]2SC1,-3
N#CC1=C(N)N(c2ccccc2)C(c2ccco2)C1(C#N)C#N (configuration not stated),-1
Cc1ccc(NCc2cccnc2)cc1,6
CC(=O)Nc1ccc(N2CCCC2)cc1,-11
C=CCN(CC=C)S(=O)(=O)c1ccc(NC(=S)NC(=O)/C=C/c2ccccc2)cc1,7
CCOC(=O)Cn1cnc2c(nnn2-c2ccccc2)c1=O,0
COC(=O)c1cc2nc(-c3ccc(OC)c(OC)c3)cc(C(F)(F)F)n2n1,-2

# Four entries from above, field by field:
CCCCn1c(-c2ccco2)nc2ccccc2c1=O
  miR122 inh: -5
Cc1nc2sc3c(c2c2nnc(SCC(=O)NCc4ccco4)n12)CCCC3
  miR122 inh: 6
Cc1ccc(-c2nc3ncccc3o2)cc1NC(=O)c1ccc([N+](=O)[O-])o1
  miR122 inh: -6
Cc1cccc2nc(CSCc3ccco3)cn12
  miR122 inh: 1

# Returning to the listing; the six compounds before the break are reprinted first.
SMILES,miR122 inh
N#CC1=C(N)N(c2ccccc2)C(c2ccco2)C1(C#N)C#N (configuration not stated),-1
Cc1ccc(NCc2cccnc2)cc1,6
CC(=O)Nc1ccc(N2CCCC2)cc1,-11
C=CCN(CC=C)S(=O)(=O)c1ccc(NC(=S)NC(=O)/C=C/c2ccccc2)cc1,7
CCOC(=O)Cn1cnc2c(nnn2-c2ccccc2)c1=O,0
COC(=O)c1cc2nc(-c3ccc(OC)c(OC)c3)cc(C(F)(F)F)n2n1,-2
Cc1ccc(CSCc2nnc(SCC(=O)N3CCN(c4ccccc4)CC3)n2C)cc1,-2
O=C(N1CCN(c2ccccc2)CC1)C12CC3CC(CC(C3)C1)C2,2
CCn1ncc(Cl)c1C(=O)Nc1cc(Cl)ccc1Cl,-13
CC(C)(C)OC(=O)[C@H](CCCCN)NC(=O)c1[nH]cnc1C(=O)N[C@@H](Cc1ccccc1)C(=O)OCc1ccccc1,-2
COc1cccc(NC(=O)Cc2cccs2)c1,-7
Cc1ccccc1NC(=O)N1CCCC1C(=O)NCc1cccs1 (configuration not stated),-4
CCC(CO)NC(=O)c1cccc(S(=O)(=O)N2c3ccccc3CC2C)c1 (configuration not stated),9
C/C(=N\NC(=O)c1nn(C)cc1Br)c1cccc(NC(=O)C2CCCC2)c1,-1
CCOC(=O)C1CCN(Cc2coc3c(Cl)cc(Cl)cc3c2=O)CC1,6
CC1CN(C(=O)CSc2nc(-c3ccccc3)cs2)CC(C)O1 (configuration not stated),-5
O=C(COc1ccc(Cl)cc1Cl)NCc1ccco1,-9
O=C(CCCN1C(=O)CSc2ncccc21)N1CCN(c2cccc(C(F)(F)F)c2)CC1,-3
Cc1cc(C(=O)NCc2cccnc2)no1,-6
CC1CC(C)CN(C(=O)c2cc3c(s2)CCC3)C1 (configuration not stated),4
COc1cc(NC(=O)C2CCCCC2)c(OC)cc1NC(=O)CN1CCCCC1,-1

# For convenience, 6 of the compounds above:
SMILES,miR122 inh
Cc1ccc(CSCc2nnc(SCC(=O)N3CCN(c4ccccc4)CC3)n2C)cc1,-2
O=C(N1CCN(c2ccccc2)CC1)C12CC3CC(CC(C3)C1)C2,2
CCn1ncc(Cl)c1C(=O)Nc1cc(Cl)ccc1Cl,-13
CC(C)(C)OC(=O)[C@H](CCCCN)NC(=O)c1[nH]cnc1C(=O)N[C@@H](Cc1ccccc1)C(=O)OCc1ccccc1,-2
COc1cccc(NC(=O)Cc2cccs2)c1,-7
Cc1ccccc1NC(=O)N1CCCC1C(=O)NCc1cccs1 (configuration not stated),-4

# The list goes on:
SMILES,miR122 inh
COc1cc(C2Nc3cc(Cl)c(S(N)(=O)=O)cc3S(=O)(=O)N2)cc(OC)c1OC (configuration not stated),-2
Cc1cc2c(s1)CCCCC(=O)N2,-4
CCCCn1c(=N)n(CC(=O)C(C)(C)C)c2ccccc21,7
CC(NC(=O)c1ccc(N(C)C)cc1)C(c1cccs1)N1CCN(C)CC1 (configuration not stated),7
O=C(CCc1ccccc1)c1ccc2c(c1)OCCCO2,-3
O=C(COc1cccc2cccnc12)N/N=C1\SCC(=O)N1Cc1ccco1,1
NC(=O)NOCc1ncc(C(F)(F)F)cc1Cl,-5
CS(=O)(=O)c1ccc(-c2nn[nH]n2)cc1,1
Cc1cc(C)nc(NC(=O)C(C)N2C(=O)c3ccccc3C2=O)n1 (configuration not stated),-5
CC(=O)OCCNC(=O)c1cc2ccccc2oc1=O,-1
CN(CCOC(=O)c1cccc(Br)c1)C(C)(C)C,2
CCCNC(=O)C1CCN(S(=O)(=O)c2ccc(-c3nn[nH]n3)cc2)CC1,6
CC1(C)CC2(CCCN3C(=O)CSC32)CCS1 (configuration not stated),-5
O=C(Nc1ccn(Cc2ccccc2F)n1)c1ccc(COc2ccc(Cl)cc2Cl)o1,-11
O=C(/C=C/c1ccccc1)NC(=S)NNC(=O)c1ccco1,3
CCCCC(=O)N/N=C/c1ccc(Sc2cccc3cccnc23)o1,4
CCCCNC(=O)c1cc2c(=O)n3cccc(C)c3nc2n(CCN2CCOCC2)c1=N,1
CCC(CC)c1nnc(NC(=O)CS(=O)(=O)Cc2ccccc2)s1,3
O=C(Cn1c(NCCO)nc2ccccc21)c1ccc(Cl)cc1,11
CS(=O)(=O)N1CCC(C(=O)NCc2ccncc2)CC1,-8
O=C(N/N=C/c1ccc(N2CCOCC2)o1)c1cccc(F)c1,-3
COc1ccc(C(=S)NC2CCCCC2)cc1,6
O=C(COc1ccccc1)NCC(=O)NC1=NCCS1,-2
O=c1c2ccccc2n2cnnc2n1-c1ccccc1,-4
COC(=O)/C=C1/S/C(=N/NC(=O)c2ccccc2)NC1=O,-1
Cc1oc(/C=N/NC(=O)CN(c2ccccc2Br)S(C)(=O)=O)cc1Br,1
CCC(=NC(C)c1ccccc1)c1c(O)n(C)c(=O)n(C)c1=O (configuration not stated),17
Oc1ccc(-c2n[nH]c(=S)n2Cc2ccco2)cc1,1
Cc1cc(C)n2c(SCC(=O)N(C)C3CCS(=O)(=O)C3)nnc2n1 (configuration not stated),1
COc1ccc(NC(=O)c2ccc(CN3CCN(c4ccccc4)CC3)cc2)cc1,-6
Cc1cc2c(n1-c1ccc(Cl)cc1)CC(C)(C)CC2=O,-4
CC1CN(Cc2nc3c(c(=O)n(C)c(=O)n3C)n2CCc2ccccc2)CC(C)O1 (configuration not stated),-1
CSc1nc(N(C)NC(=O)c2ccc(F)cc2)c2ccccc2n1,56
Cc1nc2ncnn2c(Nc2ccc3c(c2)OCCO3)c1C,5
CCOc1ccc(-c2cnc3n2CCC3)cc1,7
C=CCN(CC=C)C(=O)C1CC(=O)N(c2ccc(Br)cc2)C1 (configuration not stated),0
COc1ccc(CCNC(=O)C2CCN(S(=O)(=O)N3CC(C)CC(C)C3)CC2)cc1OC (configuration not stated),1
Cc1ccc(S(=O)(=O)N(C)CC(=O)N2CCN(C(=O)c3ccco3)CC2)cc1,-9
CC(=O)N1CCC2(CC1)C(C#N)=C(N)OC1=C2C(=O)CC(C)(C)C1,-6

# Some of the compounds tested; the hit share may differ from the screen's.
